hK5 inh: kallikrein 5 (human) inhibition; inhibition, % at 5 µM; AID 873; Q9Y337; hit rate 0.59% among 210,000; recombinant hK5, fluorogenic AMC substrate cleavage;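 active means inhibition of 40% or more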;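 further: 0% = enzyme controls without compound and 100% = no-enzyme blanks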
Target sequence (Q9Y337 67-293 limits assumed): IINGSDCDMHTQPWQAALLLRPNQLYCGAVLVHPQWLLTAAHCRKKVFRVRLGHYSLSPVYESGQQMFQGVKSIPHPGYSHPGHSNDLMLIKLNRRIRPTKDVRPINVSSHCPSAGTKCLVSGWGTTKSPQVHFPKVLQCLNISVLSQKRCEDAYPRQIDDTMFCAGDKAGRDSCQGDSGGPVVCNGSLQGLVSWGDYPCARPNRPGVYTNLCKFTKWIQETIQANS
Cl transport mod: modulators of human KCC2 chloride dependent transport; hit rate 2.2% among 190,000; Q9H2X9; KCC2 cells, thallium flux FluoZin-2 fluorescence; B-score of Tl+ flux slope (higher = more flux/activation; lower = inhibition) at 10 µM;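 active means thallium flux slope and its plate-corrected score both differing from the plate sample mean at a set confidence after two filtering rounds, in either direction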;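 further: slope of fluorescence scaled to starting intensity during 10 to 20 s after thallium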
p97 inhibitor: inhibitors of human p97 ATPase | recombinant p97 ATPase, Kinase-Glo ATP luminescence, 3 h | inhibition, % at 8 µM | hit rate 0.42% among 220,000 | AID 1481; in the data active means inhibition above about 15%;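 further: 0% = DMSO vehicle and 100% = wells lacking enzyme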
Target sequence (P55072 whole entry, looked up): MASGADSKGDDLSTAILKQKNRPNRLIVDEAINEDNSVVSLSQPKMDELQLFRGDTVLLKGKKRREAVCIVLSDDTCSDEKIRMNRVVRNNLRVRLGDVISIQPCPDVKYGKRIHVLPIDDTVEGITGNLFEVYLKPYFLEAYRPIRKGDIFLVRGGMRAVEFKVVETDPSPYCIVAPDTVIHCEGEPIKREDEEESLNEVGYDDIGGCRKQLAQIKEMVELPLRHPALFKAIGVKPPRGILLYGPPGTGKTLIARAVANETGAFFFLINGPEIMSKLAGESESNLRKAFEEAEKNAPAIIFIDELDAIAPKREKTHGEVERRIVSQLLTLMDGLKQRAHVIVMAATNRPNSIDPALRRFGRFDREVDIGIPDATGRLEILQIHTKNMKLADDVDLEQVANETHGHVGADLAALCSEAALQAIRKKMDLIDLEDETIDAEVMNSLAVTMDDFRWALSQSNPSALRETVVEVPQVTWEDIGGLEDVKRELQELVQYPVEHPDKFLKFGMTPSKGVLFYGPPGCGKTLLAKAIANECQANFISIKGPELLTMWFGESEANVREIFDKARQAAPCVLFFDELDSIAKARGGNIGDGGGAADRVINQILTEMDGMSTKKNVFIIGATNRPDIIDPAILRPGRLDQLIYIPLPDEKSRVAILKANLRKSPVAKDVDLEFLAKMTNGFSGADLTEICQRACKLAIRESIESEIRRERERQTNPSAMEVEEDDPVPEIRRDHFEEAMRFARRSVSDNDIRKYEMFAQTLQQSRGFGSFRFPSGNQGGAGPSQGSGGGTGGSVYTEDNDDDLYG
Furin inh: inhibitors of human furin. purified furin, fluorogenic substrate cleavage. hit rate 0.061% among 220,000. inhibition, % at 30 µM. P09958; in the data active means inhibition above about 25%; further: inactives centre near -15
FXIIa inh 1536: factor XIIa (human) inhibition. purified FXIIa, Boc-QGR-AMC fluorogenic substrate, 2 h. inhibition, % at 5 µM. hit rate 0.3% among 220,000. AID 800; in the data active means inhibition above about 40%;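 further: 0% = enzyme with no compound and 100% = blank without enzyme; many of its hits are not listed in these tables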
PERK inhibitor: human PERK inhibition, primary cell-based screen. CHO PERK-DD fusion, SEAP luminescence translation reporter. inhibition, % at 5.6 µM. hit rate 0.17% among 220,000. AID 1416;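 active means inhibition above the mean inhibition of all tested compounds plus 3 SD, set separately per screening campaign, cut at about 2.9% in these data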;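 further: PERK kinase domain activated by AP20187 dimerizer at 100 nM; 0% = DMSO with dimerizer and 100% = rapamycin at 8.4 µM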
Wee1 degr inh: inhibitors of human Wee1 degradation | P30291 | HeLa Luc-Wee1K328M stability, luciferase luminescence; 100% = proteasome inhibitor MG132 effect | reporter increase, % at 5 µM | hit rate 1.2% among 220,000 | AID 1321;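 active means activation above the mean of all tested compounds plus 3 SD, set per screening run, cut at about 8.8% in these data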;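 further: cells exposed to compound for 20 h before luminescence read; 0% = DMSO alone and 100% = MG132 at 30 µM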
FXIa inh 1536: blocks human coagulation factor XIa protease activity | P03951 | purified FXIa, Boc-Glu-Ala-Arg-AMC fluorogenic substrate | inhibition, % at 5 µM | hit rate 0.14% among 220,000 | AID 798;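 active means inhibition of at least 40%; inactive means inhibition below 40%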;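 further: fluorescence of freed AMC excited at 355 nm; 0% = enzyme without compound and 100% = no enzyme blank; many of its hits are not listed in these tables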
Thrombin inh: inhibitors of human thrombin. P00734. alpha-thrombin, Boc-VPR-AMC fluorogenic substrate cleavage. inhibition, % at 5 µM. hit rate 0.26% among 220,000;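 active means inhibition at or above 40%; inactive means inhibition below 40%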;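 further: 0% = enzyme with no compound and 100% = wells without enzyme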
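signal = AMC fluorescence, 355/460 nm | material = human alpha-thrombin enzyme | control set = enzyme without compound as high, wells lacking enzyme as low | times = reaction at room temperature | read-out basis = percent inhibition scaled between no-compound controls and no-enzyme blanks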
* = called active by the depositor; · = no result given; [ ] = remark or other dose.

SMILES	hK5 inh	Cl transport mod	p97 inhibitor	Furin inh	FXIIa inh 1536	PERK inhibitor	Wee1 degr inh	FXIa inh 1536	Thrombin inh
O=C(CN1CCCCC1)N/N=C/c1cc2ccccc2nc1Cl	-2	-0.22	3	-19	7	0.3	0	-3	-6
COc1ccccc1C(=O)N/C(=C\c1ccc(Br)cc1)C(=O)NCCC(=O)O	6	-1.4	16*	-27	13	1.6	-2	2	-4
CCCOc1ccc(C2C3=C(Nc4nc(N)[nH]c(=O)c42)c2ccccc2C3=O)cc1 (stereo not drawn)	1	0.32	11	-20	9	0.1	-2	2	-1
CN1CCN(S(=O)(=O)c2ccc(N3CCc4ccccc4C3)nc2)CC1	-6	0.076	3	-8	11	-0.2	-1	-5	3
CCOc1ccc(N(CC(=O)NCc2ccccc2OC)S(C)(=O)=O)cc1	9	0.24	-3	-22	16	0.1	0	5	3
COc1ccc2oc(=O)c(C(=O)N3c4ccccc4CC3C)cc2c1 (stereo not drawn)	-15	·	0	-13[20 µM]	14	-2.3	-2	-2	5
O=C(/C(=C/O)N=Nc1ccccc1)c1ccco1	-11	-0.33	0	-8	4	0.7	1	-4	-16
CCN(CC)CCNc1nc(-c2ccccc2)nnc1C(F)(F)F	-19	-1.2	1	2[20 µM]	5	0.0	0	-12	4
Cc1cc(N2CCN(C(=O)c3ccco3)CC2)n2ncc(-c3ccccc3)c2n1	-16	-0.79	-2	-22	11	-1.3	2	-5	13
Cc1ccccc1-n1c(=O)cc(NCc2ccc3c(c2)OCO3)[nH]c1=O	-1	1.3	1	-21[20 µM]	-13	0.1	-3	-9	-9
CCOC(=O)N1CCN(C(=O)CN(c2cc(C(F)(F)F)ccc2Cl)S(C)(=O)=O)CC1	4	0.17	-7	-16	15	-0.8	-2	5	0
Cc1cc(SCC(=O)OCC(=O)NCC2CCCO2)c(C)cc1Br (stereo not drawn)	-3	-0.62	-5	-26	12	0.2	0	-6	-21
O=C(Cc1ccccc1[N+](=O)[O-])Nc1ccccc1C(=O)N1CCCC1	19	1.5	-1	-9	85*	0.2	-3	31	9
O=C(N=C1N=C2C=CC=CN2Cc2ccccc21)c1ccc(S(=O)(=O)N2CCOCC2)cc1	0	-1.2	3	-15	7	1.4	-2	5	-1
Cc1noc(C)c1C(=O)N1CCN(c2ccc(OCc3ccccc3)cc2)CC1	-1	-0.07	-7	-12	9	-1.4	1	0	1
O=C(CCC(=O)N1CCN(c2ccccn2)CC1)Nc1nnc(C2CCCCC2)s1	-16	-0.29	-6	0	0	0.0	-1	-6	-10
COc1cccc(CN2CCN(C(=O)c3cc(-c4cccnc4)nc4ccc(C)cc34)CC2)c1	-24	-1	1	-24	-7	1.1	-4	1	2
COC(=O)C1=C(O)/C(=C/c2cccc(OC)c2O)N=C1C	0	-0.077	2	-9	6	-0.1	1	1	-3
O=C(NCCN1C(=O)C2C3C=CC(C3)C2C1=O)Nc1ccccc1O (stereo not drawn)	-9	-0.91	-9	-16	5	0.4	0	4	0
Nc1cc(-c2nn[nH]n2)ccc1F	-5	·	7	-15	17	0.5	-4	20	3

Some of these compounds in order of molar mass, lowest first:
SMILES	hK5 inh	Cl transport mod	p97 inhibitor	Furin inh	FXIIa inh 1536	PERK inhibitor	Wee1 degr inh	FXIa inh 1536	Thrombin inh
Nc1cc(-c2nn[nH]n2)ccc1F	-5	·	7	-15	17	0.5	-4	20	3
Cc1ccccc1-n1c(=O)cc(NCc2ccc3c(c2)OCO3)[nH]c1=O	-1	1.3	1	-21[20 µM]	-13	0.1	-3	-9	-9
COc1cccc(CN2CCN(C(=O)c3cc(-c4cccnc4)nc4ccc(C)cc34)CC2)c1	-24	-1	1	-24	-7	1.1	-4	1	2
CCOC(=O)N1CCN(C(=O)CN(c2cc(C(F)(F)F)ccc2Cl)S(C)(=O)=O)CC1	4	0.17	-7	-16	15	-0.8	-2	5	0

Further structures follow:
SMILES	hK5 inh	Cl transport mod	p97 inhibitor	Furin inh	FXIIa inh 1536	PERK inhibitor	Wee1 degr inh	FXIa inh 1536	Thrombin inh
CCn1cc(C(=O)NCc2ccncc2)c(=O)c2cc(F)c(N3CCN(C(=O)c4ccco4)CC3)cc21	0	-1.9	5	-7	3	-0.2	-3	1	-8
CCOC(=O)c1ccc(NC(=S)N(CCCN2CCCC2)Cc2cccs2)cc1	3	-0.82	5	-24	11	0.7	0	-2	-1
Cc1cc(C)c(S(=O)(=O)N(C)CC(=O)NCc2ccccn2)c(C)c1	-2	-1.4	1	-19	7	0.1	-2	-5	-13
COCCNC(=O)C1CCCN(c2ncccn2)C1 (stereo not drawn)	4	2.4	2	-17[20 µM]	4	1.4	0	-4	-2
COc1cc(OC)c2c(C)cc(=O)oc2c1C(CCN1CCOCC1)c1ccc(N(C)C)cc1 (stereo not drawn)	3	-0.0061	·	-125	10	·	·	1	-1
Cn1c(CNc2ccc(Cl)cc2)nnc1SCc1ccccc1	3	-2.8	-2	-6	14	-0.1	-2	3	1
Cc1ccc(CNC(=O)C2c3ccccc3C(=O)N(C)C2c2c[nH]c3ccccc23)o1 (stereo not drawn)	-14	·	4	-3[20 µM]	8	-2.0	-2	-1	1
Cc1ccc(S(=O)(=O)N[C@H](C(=O)OCC(=O)NC(=O)Nc2ccc3c(c2)OCCO3)C(C)C)cc1	-8	-0.28	4	-10	3	-0.8	-1	3	-3
CC(=O)c1sc2nc(=O)c(C)nn2c1C	-6	-0.76	4	-16	-1	0.6	3	3	0
CC(=O)N1CCN(c2ccc(Oc3ncnc4sccc34)cc2)CC1	-6	·	0	-24	12	-0.6	0	4	-5
Cc1ccc(CNS(=O)(=O)c2ccc(C(F)(F)F)cc2)n1C	-8	0.3	5	-6	4	1.9	-3	2	-9
Oc1c(C(c2cccs2)N2CCN(c3cccc(Cl)c3)CC2)sc2ncnn12 (stereo not drawn)	-7	-0.065	4	-20	11	0.4	0	4	-1
CCCNC(=O)NC(=O)CSc1nc2cc(C(=O)OC)ccc2c(=O)n1-c1ccccc1	-25	-0.13	-2	6[20 µM]	18	-0.3	0	0	2
O=C(CSc1nc2ccccc2[nH]1)Nc1nc(-c2cccc(Br)c2)cs1	-5	0.68	-4	-22	4	0.5	3	9	-1
CC(C)(C)C(=O)Nc1ccc(S(=O)(=O)c2ccc(NC(=O)C(C)(C)C)cc2)cc1	0	·	-3	-5[20 µM]	17	0.0	-2	-7	-4
CCOC(=O)C1=C(c2ccccc2)Nc2ncnn2C1c1ccc(O)cc1 (stereo not drawn)	1	·	2	-17	13	-1.0	-2	4	2
Nc1ccccc1CNc1nc(NCCO)nc2c1ncn2CCN1CCOCC1	-3	-0.6	·	-19	-1	·	·	-3	-8
C/C(=N/NC(=O)C(C)n1nc(C)c([N+](=O)[O-])c1C)c1ccc(OCC(N)=O)cc1 (stereo not drawn)	3	0.036	6	-25	11	1.1	2	2	0
Cc1ccc(/C(C#N)=C\c2cn(C)c3ccccc23)cc1	-7	·	1	-8[20 µM]	8	1.1	5	6	2
COC(=O)CNC(c1ccccc1)c1cc(Br)ccc1NC(=O)CCN1CCOCC1 (stereo not drawn)	-4	-0.85	0	-30	9	0.3	-1	9	2
O=C(c1ccc(COc2ccccc2Br)cc1)N1CCCCC1	-16	-1.4	-9	0[20 µM]	12	-0.4	2	-1	-3
O=C(Nc1ccc2c(c1)CCC2)c1ccccc1	-11	-0.3	1	-8	10	-0.3	-2	2	-9
O=C(Cn1c(=O)n(Cc2ccco2)c(=O)c2ccccc21)Nc1cccc(Cl)c1	1	-0.55	4	-29	5	-1.0	3	-2	-3
C/C(=N\NC(=O)c1csc(C)c1C)c1ccc(C)s1	-8	1.1	-2	-15	10	1.2	-2	2	0
CCNC(=S)N(CCN(C)C)Cc1cc2cc(OCC)ccc2[nH]c1=O	2	1.3	4	-11	0	0.1	1	-5	-14
CC(=O)Nc1ccc(SCC(=O)N(CCC#N)c2cc(C)cc(C)c2)cc1	2	0.21	3	-10[20 µM]	8	-1.1	-2	2	-7
COCCCn1c(=NC(C)=O)c(C#N)cc2c(=O)n3cccc(C)c3nc21	-14	1	4	-152	-21	0.6	2	-10	0
CCCCNCCCOc1cc(Cl)ccc1Cl	-24	-0.041	1	-13[20 µM]	8	-1.0	-1	-8	2
COc1cc(/C=C2\SC(=S)N(C(C(=O)O)c3ccccc3)C2=O)cc(OC)c1OC (stereo not drawn)	3	-0.52	-5	2	12	0.2	-1	4	-2
O=C(COC(=O)/C(=C/c1cccs1)c1cccs1)NCc1ccccc1Cl	-3	-1.8	-1	-13	17	-0.3	-2	9	4
COCCSc1ccccc1C(=O)N1CCCC1	1	-0.44	-1	16[20 µM]	15	2.5	-1	4	4
CCCOC(=O)CN1C(=O)c2ccc(C(=O)OCCC)cc2C1=O	-6	·	-2	-14	7	0.7	1	0	1
C/C(=N\Nc1ccc(C(F)(F)F)cn1)c1ccncc1	4	·	-5	6	3	0.5	4	-3	16
O=C(CCl)Nc1cc(SCC(O)CO)cc([N+](=O)[O-])c1 (stereo not drawn)	-16	-1.3	3	-19	-7	-0.5	-1	-1	-1
O=C(c1ccc(Cl)nc1)N1CCN(S(=O)(=O)c2ccc(Cl)cc2)CC1	1	1.7	2	-7	8	0.4	-3	2	6
CC1CN(C(=O)c2ccc(C(=O)c3ccccc3)cc2)CC(C)O1 (stereo not drawn)	9	0.21	0	-25	11	0.5	-2	-5	-2
Cc1cccc(NC(=O)c2ccccc2OCC(=O)N2CCCC2)c1C	-14	-1.3	-5	-2	3	-0.1	5	9	27
CCOC(=O)c1ccc(NC(=O)N2CCN(C(=O)c3ccco3)CC2)cc1	-4	0.53	2	-15	3	1.2	2	-1	-4
O=C1Nc2ccccc2C12OCC(COc1ccc(Cl)cc1)O2 (stereo not drawn)	-9	-0.055	-7	-7[20 µM]	9	-0.3	-2	0	-6
CN(CC(=O)Nc1ccc(F)c(F)c1F)C(=O)/C=C/c1ccc(Cl)cc1	-1	-0.2	3	-18	5	1.4	-1	-5	4
CCCC[n+]1ccn(-c2nc3ccccc3nc2[N-]S(=O)(=O)c2ccc(Br)cc2)c1	-3	·	4	-21	3	0.1	0	0	-4
CCCCSCc1cc(C(=O)O)oc1C(C)(C)C	4	-0.77	-3	-13	16	-0.1	3	2	4
CCOC(=O)c1ccc2c(c1)nc(C1CCN(S(=O)(=O)c3cccs3)CC1)n2CC	-1	-0.95	-3	-24	52*	-0.3	2	38	4
COc1ccc(/C=C2\SC(=S)N(CCCC(=O)NNC(=O)c3ccccc3O)C2=O)cc1	-15	-0.54	4	-15	4	0.2	1	-1	-9
Cc1csc(NC(=O)CSc2nnc3ncccn23)n1	-5	·	10	-19	10	0.8	-2	-1	-4
O=C(O)CCC(=O)NN1C(=O)c2ccccc2NC1c1ccc(F)cc1 (stereo not drawn)	-2	0.71	-7	-23	-2	-0.5	-2	-5	-8
O=C1C2(c3ccccc3)CN(CCO)CC1(c1ccccc1)CN(CCO)C2	-25	0.74	-5	-1[20 µM]	8	0.1	0	-13	-1
COc1ccc(C[C@H]2CN3C(=NC[C@H]3C)N2CCNC(=O)c2ccc(C)c(Br)c2)cc1	17	-1.2	8	-14	27	-0.3	1	12	6
O=C(O)c1ccc(N(c2ccccc2)c2ccccc2)cc1	-5	-0.87	-2	-41[20 µM]	13	1.4	-1	12	0
Nc1cccc(-c2nc3ccc(N)cc3s2)c1	-23	0.86	-16	-27	-40	-0.1	-2	-21	-16
O/N=C/c1cc(Br)cs1	0	·	0	-21	6	2.2	3	2	1

Compound activity (PubChem)

Not a hit list; about 4.4% have a hit in one of these screens.
